Screening results from PubChem BioAssay.
TRPML3 ag: human TRPML3 channel agonists, primary screen, cell-based, HEK293 TRPML3-YFP, Fluo-8 calcium fluorescence, 3 µM. 100% = the carbachol control signal. activation, % at 3 µM. actives 0.29% (n = 220,000);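 active = activation above its plate's cutoff, the mean activation of the plate's test wells plus 3 SD, cut at about 12% in these data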;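 note: 0% = DMSO only wells and 100% = carbachol wells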
Target sequence (Q8TDD5 whole entry, looked up): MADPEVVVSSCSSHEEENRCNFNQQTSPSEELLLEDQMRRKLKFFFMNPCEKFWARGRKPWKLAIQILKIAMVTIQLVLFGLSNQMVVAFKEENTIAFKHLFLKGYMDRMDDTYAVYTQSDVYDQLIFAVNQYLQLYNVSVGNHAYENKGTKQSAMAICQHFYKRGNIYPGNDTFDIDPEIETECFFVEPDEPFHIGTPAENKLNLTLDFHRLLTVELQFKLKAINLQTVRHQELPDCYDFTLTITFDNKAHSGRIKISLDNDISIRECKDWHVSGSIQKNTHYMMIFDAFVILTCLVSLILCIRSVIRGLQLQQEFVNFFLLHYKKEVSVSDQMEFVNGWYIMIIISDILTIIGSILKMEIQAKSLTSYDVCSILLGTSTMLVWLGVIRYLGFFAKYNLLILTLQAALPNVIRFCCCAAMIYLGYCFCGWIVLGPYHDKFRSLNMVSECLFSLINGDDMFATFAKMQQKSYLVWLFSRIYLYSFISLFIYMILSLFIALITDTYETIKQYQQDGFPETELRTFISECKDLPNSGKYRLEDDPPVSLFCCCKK
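Test system: HEK293 cells stably carrying human TRPML3-YFP; Doses: single dose, 3 µM final nominal compound, 0.3% DMSO final; Schedule: dye loading 1 h 37 °C then 30 min ambient, 125 s read; Technique: Fluo-8 calcium fluorescence; Benchmarks: high control carbachol 87 µM, low control DMSO.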
Runt-SMMHC FRET: inhibitors of RUNX1 Runt–CBFb-SMMHC binding, primary screen, biochemical, FRET, Cerulean-Runt, Venus-CBFb-SMMHC, uHTS; Runt-related transcription factor 1 (Homo sapiens) + Core-binding factor subunit beta …; Cerulean-Runt/Venus-CBFb-SMMHC FRET ratio 530/480, 1 h; inhibition, % at 20 µM; actives 0.74% (n = 220,000);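 active = mean inhibition across duplicate retests at 20 µM reaching about 50%, limit read from the data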;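 note: 0% = DMSO wells and 100% = wells with excess untagged CBFb-SMMHC; inhibitors lower the FRET ratio by blocking Runt binding to CBFb-SMMHC; some results filed as inactive read as strong as hits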
p47phox inh: p47phox/p22phox peptide binding inhibitors, primary screen, biochemical, uHTS, NADPH oxidase regulatory subunit; fluorescence polarization, 2 h; inhibition, % at 24.7 µM; actives 0.53% (n = 220,000);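 active = inhibition above about 30%, limit read from the data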;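 note: 0% = p47phox with labelled peptide and 100% = labelled peptide alone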
TNF death inh: inhibitors of TNF-alpha triggered necroptosis, primary screen, cell-based, Jurkat FADD-/-, single concentration | AID 463075, 2010 | actives 0.068% (n = 220,000) | Jurkat FADD-/- TNF necroptosis rescue, ATP luminescence, 24 h; 0 = TNF only, 100 = no-TNF cells | activation (protection from cell death), % at 10 µM;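 active = activation, meaning protection from cell death, of at least 50% relative to plate controls; inactive = activation below 50%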;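 note: necroptosis triggered by 40 ng/mL TNF-alpha added together with compound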
CHOP inhibitor: inhibitors of CHOP promoter induction, primary screen, cell-based, unfolded protein response, luciferase reporter | CHO-K1 CHOP-promoter luciferase, tunicamycin-induced, 15-18 h | inhibition, % at 10 µM | actives 3.8% (n = 220,000) | AID 2732, 2010;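 active = compounds that reduced the stress-induced luciferase reporter signal by more than about 70% of percent inhibition, limit read from the data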;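 note: 0% = tunicamycin plus vehicle and 100% = wells without tunicamycin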
EBV gp42 inh: Epstein-Barr virus gp42 inhibitors, primary screen, biochemical, uHTS, fluorescence polarization; actives 0.42% (n = 220,000); Fluorescence polarization binding assay, mP read-out; Glycoprotein 42 (Epstein-Barr virus (strain AG876)), Q1HVG2; AID 1085, 2008; inhibition, % (tested at 21.74 µM); in the data active = inhibition above about 50%
Target sequence (Q1HVG2 whole entry, looked up): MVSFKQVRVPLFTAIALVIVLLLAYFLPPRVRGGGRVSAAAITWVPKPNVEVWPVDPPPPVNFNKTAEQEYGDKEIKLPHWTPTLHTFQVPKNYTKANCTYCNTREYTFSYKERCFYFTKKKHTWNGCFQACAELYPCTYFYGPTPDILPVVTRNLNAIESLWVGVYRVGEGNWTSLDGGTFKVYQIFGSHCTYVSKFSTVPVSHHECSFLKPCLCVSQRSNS
PPC-1+TRAIL kill: compounds killing PPC-1 cancer cells with TRAIL present, primary screen, TRAIL potentiator project, ATPLite luminescence, uHTS; AID 1443, 2008; cell killing (% activity), % at 4 µM; PPC-1 cells + TRAIL, ATPLite viability luminescence; actives 0.41% (n = 220,000);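 active = cell killing above 50% in the first pass at 4 µM, then a duplicate retest at 5 µM averaging 50% or more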;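 note: plate controls were cells with TRAIL plus DMSO for no effect and medium-only wells lacking cells for full effect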
Mdm2 ligase inh: MDM2-luciferase reporter signal enhancers, primary screen, MDM2 E3 ligase inhibitor project, cell-based, luminescence, 1536-well | actives 0.11% (n = 210,000) | signal enhancement, % at 5 µM | cell-based MDM2 ubiquitination luciferase reporter, 2 h; 0 = plate control, 100 = twice control, blank-subtracted | AID 1230, 2008 | E3 ubiquitin-protein ligase Mdm2 (Homo sapiens), Q00987;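 active = signal enhancement of 30% or more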;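 note: luminescence tracks abundance of the self-degrading MDM2-luciferase fusion protein; higher signal means inhibition of MDM2 E3 ligase activity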
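Assay system: mammalian cells stably expressing self-ubiquitinating, self-degrading MDM2 E3–luciferase fusion. Quantity: 2000 cells in each well. Medium: DMEM culture medium. Compound dosing: single-point 5 µM. Timing: cell settling 4 h, compound treatment 2 h, both 37 °C. Technique: luciferase luminescence. Read-out basis: percent signal gain over controls, blank-subtracted. Benchmarks: plate controls and plate blanks.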
zfTRPN1 agonist: zebrafish TRPN1 channel agonists, primary screen, cell-based, HEK293, calcium fluorescence | actives 0.18% (n = 220,000) | HEK293 zebrafish TRPN1-YFP, Fluo-8 calcium fluorescence; 100% = response to 87 µM carbachol | activation, % at 3 µM | transient receptor potential cation channel N1 (TRPN1/NompC), Danio rerio;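 active = activation above its plate's cutoff, the mean activation of test wells on that plate plus 3 SD, cut at about 19% in these data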;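 note: 0% = DMSO alone and 100% = 87 µM carbachol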
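Material: zebrafish TRPN1-YFP in HEK293 cells. Doses: one dose of 3 µM, 0.3% DMSO. Incubation: dye 1 h 37 °C plus 30 min RT. Measured by: intracellular calcium fluorescence with Fluo-8.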
Starred values were filed as active, the others as inactive; nt = not tested or not shown. Outcome played no part in choosing rows; overall some 5.9% were active at least once.

SMILES	TRPML3 ag	Runt-SMMHC FRET	p47phox inh	TNF death inh	CHOP inhibitor	EBV gp42 inh	PPC-1+TRAIL kill	Mdm2 ligase inh	zfTRPN1 agonist
O=C(COC(=O)C1(c2ccc(F)cc2)CCCC1)NCc1ccco1	0.3	-8	-2	-0.9	22	-4	9	-28	-1.5
Cc1nc2nc(C)c(CCC(=O)N3CCN(c4ccccn4)CC3)c(C)n2n1	0.2	4	-17	-0.7	9	-22	-14	1	1.4
CCOC(=O)c1nc(C)n(-c2cc(Cl)cc(Cl)c2)n1	-0.8	2	-16	-1.8	30	-16	6	-20	-0.3
FC(F)(F)c1nnc2ccc(N3CCCCCC3)nn12	-0.3	1	-3	-0.6	15	-10	-5	-23	-0.2
CC1CN(c2ncc(/C=N/NC(=O)c3ccccc3O)s2)CC(C)O1 (configuration not stated)	0.7	2	-8	1.7	22	-10	-2	-10	0.8
Cc1ccc2nc(SC(C)C(=O)NCc3ccco3)[nH]c2c1 (configuration not stated)	-0.9	0	-9	-0.6	1	-6	-1	nt	-0.1
Cn1c(SCCOc2ccccc2Cl)nnc1-c1cccs1	-0.3	11	-21	-1.3	-4	-1	19	5	-2.5
COc1cc(C2NC(=S)NC(c3ccccc3)=C2C(C)=O)cc(Cl)c1OCC(=O)O (configuration not stated)	-0.2	-5	-21	-1.7	-10	-9	16	4	-0.7
CCc1cc2ccc(C)cc2nc1SCC(=O)Nc1cc(C)on1	0.9	-1	3	1.3	29	-15	4	0	-0.2
CCN=C(Nc1ccc2c(c1)OCO2)SC1CC(=O)N(c2ccc(OC)cc2)C1=O (configuration not stated)	1.2	2	-5	-1.8	29	1	6	-2	1.0

Compound profiles, from the list above.
CCc1cc2ccc(C)cc2nc1SCC(=O)Nc1cc(C)on1 as listed: TRPML3 ag: 0.9; Runt-SMMHC FRET: -1; p47phox inh: 3; TNF death inh: 1.3; CHOP inhibitor: 29; EBV gp42 inh: -15; PPC-1+TRAIL kill: 4; Mdm2 ligase inh: 0; zfTRPN1 agonist: -0.2
CC1CN(c2ncc(/C=N/NC(=O)c3ccccc3O)s2)CC(C)O1 (configuration not stated) as listed: TRPML3 ag: 0.7; Runt-SMMHC FRET: 2; p47phox inh: -8; TNF death inh: 1.7; CHOP inhibitor: 22; EBV gp42 inh: -10; PPC-1+TRAIL kill: -2; Mdm2 ligase inh: -10; zfTRPN1 agonist: 0.8
Cn1c(SCCOc2ccccc2Cl)nnc1-c1cccs1 as listed: TRPML3 ag: -0.3; Runt-SMMHC FRET: 11; p47phox inh: -21; TNF death inh: -1.3; CHOP inhibitor: -4; EBV gp42 inh: -1; PPC-1+TRAIL kill: 19; Mdm2 ligase inh: 5; zfTRPN1 agonist: -2.5

Additional entries:
SMILES	TRPML3 ag	Runt-SMMHC FRET	p47phox inh	TNF death inh	CHOP inhibitor	EBV gp42 inh	PPC-1+TRAIL kill	Mdm2 ligase inh	zfTRPN1 agonist
N#C/C(C(=O)N1CCCC1)=C1/N=C(N)c2ccccc21	-0.7	-3	-5	-0.7	-2	7	15	-5	-0.5
Cc1[nH]c2ccccc2c1CCN(Cc1cccnc1)C(=S)Nc1cccc(F)c1	0.7	0	-13	1.4	-25	0	-7	-11	2.7
Cc1ccc(C)c(CSc2nnc([C@@H]3CCCN3)o2)c1	0.1	1	-5	1.7	1	5	20	0	-1.0
COc1cc(-c2noc(-c3cccc(Cl)c3)n2)cc(OC)c1OC	0.8	-12	-7	-1.7	55	3	8	12	-0.8
CC(=O)c1ccc(NC(=O)CO/N=C(\C)c2cccs2)cc1	0.9	1	-11	1.7	16	-3	14	5	2.0
Cc1ccnc2c(N3C(=O)C4C5c6ccccc6C(c6ccccc65)C4C3=O)cccc12 (configuration not stated)	-1.2	1	-1	-13	27	-17	8	-9	-2.0
N#CC1=C(N)Nc2ncnn2C1c1ccc(F)cc1 (configuration not stated)	1.0	0	-22	1.4	16	-7	4	-18	1.3
COc1ccc(N2CCN(C(=O)CSc3nnc(-c4cccnc4)n3-c3ccccc3)CC2)cc1	0.1	-1	7	-4.3	-15	-14	-4	-11	0.1
COCCN(C(=O)Nc1ccc(OC)cc1OC)C1CCN(C(C)C)CC1	0.7	-2	-4	2.5	54	-3	27	7	1.8
CC(C)N(C(=O)CS(=O)(=O)c1ccc(Cl)c(Cl)c1)C(C)C	0.5	4	5	0.0	4	5	9	-16	-1.4
CC1CCC(NC(=O)C2CCN(C(=O)NC3CCCCC3)CC2)CC1 (configuration not stated)	0.8	-3	-9	0.2	10	-1	-4	-11	0.3
Cc1cccn2c(=O)c(/C=C(\C#N)C(=O)NCc3ccco3)c(N3CCOCC3)nc12	-0.3	10	-8	-1.0	8	-13	-8	-11	-1.0
COC(=O)C1=C(C)N(C)C(=O)NC1c1ccc(C)cc1 (configuration not stated)	0.0	0	1	0.2	16	-7	10	-13	1.1
O=C(NC1(C(F)(F)F)NC(=O)N(Cc2cccnc2)C1=O)c1ccccc1 (configuration not stated)	0.6	0	-11	-0.1	13	1	22	-3	2.0
CC(C)c1ccc(NC(=O)C(c2ccccc2)N2CC(=O)Nc3ccccc32)cc1 (configuration not stated)	-0.4	-3	-2	1.8	-5	-25	1	nt	-2.1
COc1cccc(NC(=O)COC(=O)CNS(=O)(=O)c2c(F)cccc2F)c1	0.1	-5	1	-1.2	-13	-29	14	-2	0.4
CCn1c2ccccc2c2cc(NC(=O)C(C)Oc3ccccc3)ccc21 (configuration not stated)	-0.4	5	-27	0.4	17	-10	20	-12	-0.7
O=[N+]([O-])c1ccc(N2CCOCC2)cc1N1CCCCC1	0.4	-6	-7	-1.0	12	5	14	-10	0.2
COC(=O)C1C(=O)c2c([nH]c(C(=O)OC3CCCCC3)c2C)CC1C (configuration not stated)	0.2	-3	-10	1.8	40	-14	38	-7	1.1
C/C(CCC(C)C)=N\Nc1cc(C)c2ccccc2n1	0.2	4	4	1.8	37	-2	17	-17	-0.7
O=C(C1=C[C@H](C2CC2)C[C@H](OCc2ccc(CO)cc2)O1)N1CCN(Cc2ccccc2)CC1	0.4	3	nt	1.2	34	-10	7	nt	-0.8
Cc1ccc(S(=O)(=O)Nc2ccncc2)c(C)c1N(C)S(=O)(=O)c1ccc(F)cc1	0.4	0	-9	0.2	15	-14	2	-1	-0.1
COc1ccc(CNC(=O)CS(=O)Cc2nc(-c3ccccc3C)oc2C)cc1 (configuration not stated)	0.3	2	-14	0.5	30	-12	-12	-1	-0.6
CCOC(=O)N1CCC(NC(=O)C2CCCCN2S(=O)(=O)c2ccc(F)cc2)CC1 (configuration not stated)	0.0	-4	5	-1.1	11	-28	20	-8	-0.4
CC(C)Nc1nc(NC(N)=S)nc(NC(C)C)n1	0.6	-5	0	0.1	50	-4	19	-1	0.3
Cc1cccc(C(=O)Nc2cc(OCc3cccc(F)c3)c(Cl)cc2Cl)c1	-0.2	-4	-13	-1.6	63	-3	-14	11	-0.7
O=C(Nc1cccc2ccccc12)c1cn(-c2ccccc2)nc1-c1cccs1	0.3	3	-20	-0.6	21	-8	-14	-7	-0.8
OCCN=C1CCCc2c1[nH]c1ccc(Br)cc21	0.4	1	-1	-5.1	72*	-14	14	-11	1.2
CC(C)Oc1ccc(C(=O)Nc2ccccc2N2CCCC2)cc1	-0.1	1	-9	-1.2	-5	-8	-1	-21	-2.2
CCNc1nc(N2CCOCC2)nc(N(c2ccccc2)c2ccccc2)n1	1.4	-2	-7	0.8	72*	-5	-11	9	1.1

Filtered by structure, the compounds so far with two or more sulfur atoms.
SMILES	TRPML3 ag	Runt-SMMHC FRET	p47phox inh	TNF death inh	CHOP inhibitor	EBV gp42 inh	PPC-1+TRAIL kill	Mdm2 ligase inh	zfTRPN1 agonist
Cn1c(SCCOc2ccccc2Cl)nnc1-c1cccs1	-0.3	11	-21	-1.3	-4	-1	19	5	-2.5
Cc1ccc(S(=O)(=O)Nc2ccncc2)c(C)c1N(C)S(=O)(=O)c1ccc(F)cc1	0.4	0	-9	0.2	15	-14	2	-1	-0.1

Part of the list above, reduced to EBV gp42 inh, Runt-SMMHC FRET and TRPML3 ag.
compound	EBV gp42 inh	Runt-SMMHC FRET	TRPML3 ag
OCCN=C1CCCc2c1[nH]c1ccc(Br)cc21	-14	1	0.4
CC(C)Oc1ccc(C(=O)Nc2ccccc2N2CCCC2)cc1	-8	1	-0.1

The list goes on:
SMILES	TRPML3 ag	Runt-SMMHC FRET	p47phox inh	TNF death inh	CHOP inhibitor	EBV gp42 inh	PPC-1+TRAIL kill	Mdm2 ligase inh	zfTRPN1 agonist
Cc1nc2[nH]onc2c2nccc(=O)c12	-0.1	-78	-4	-0.6	41	-16	33	-16	-1.0
Cc1ccc(Nc2nnc(SCc3nc4ccccc4c(=O)[nH]3)s2)cc1	0.1	-1	-12	-0.1	-6	-14	20	-5	-0.5
CCOC(=O)CCCn1nc(C)n2c(cc3sccc32)c1=O	0.8	-5	-13	0.1	16	-1	0	nt	-0.1
CC(=O)c1cccc(S(=O)(=O)N2CCCC(c3nc(-c4ccc(C)o4)no3)C2)c1 (configuration not stated)	0.4	-7	-27	0.1	-20	-15	-18	-1	0.5
COC(=O)C1=C(C)NC2=C(C(=O)CC(C)(C)C2)C1c1ccsc1 (configuration not stated)	0.2	20	9	-1.5	21	-5	4	5	0.8
C/C(N)=C(/C#N)C(=O)CSc1nc2ccccc2c(=O)n1Cc1ccc(C)cc1	-0.4	1	-48	1.2	12	0	nt	-17	-0.9
CCc1c(C(C)S(=O)(=O)c2ccc(C)cc2)[nH]c(=O)n1-c1ccc(C)cc1 (configuration not stated)	-0.2	8	-15	-0.3	2	-15	13	-6	-0.7
CCCN1C(=O)/C(=C\c2nc3ccccc3c(=O)[nH]2)c2ccccc21	0.7	-10	24	2.1	-58	-9	23	-25	-0.1
